Bioassay records deposited in PubChem by National Center for Advancing Translational Sciences (NCATS).
Mito fusion act = inhibitors of mitochondrial division or activators of mitochondrial fusion; S. cerevisiae fusion-defective mutant growth rescue, CellTiterGlo 48 h; Potency, µM (titrated, usually from 46.1 µM), for the others: at the top dose growth rescue (activation), actives largely listed as activators; 320,000 tested, 0.23% active; AID 485298;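 note: potency is the fitted concentration of half-maximal effect; % of control where 0% means no effect; nearly all actives have a fitted effect of over 45% in size; temperature-sensitive fusion mutants such as fzo1-1 at 37 °C on non-fermentable ethanol glycerol medium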
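Growth-rescue viability read-out: after 48 h at the non-permissive 37C in glycerol/ethanol YPEG, yeast mitochondrial fusion mutants are measured by CellTiterGlo luminescence; compounds (23 nl pinned per well) restoring growth score as division inhibitors or fusion activators.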
ELG1 repair inh = ELG1-dependent DNA repair inhibition; Potency, µM (titrated, usually from 46.1 µM), inactives show at the highest dose activity change, negative = inhibition, actives largely listed as inhibitors; 330,000 tested, 2.3% active; HEK293T ELG1-luciferase reporter, luminescence, 16 h; DNA damage induced by 5-fluorouridine; note: potency is the fitted concentration of half-maximal effect; % is set by controls: 0 for no effect and ±100 for the full control effect; nearly all actives have a fitted effect of over 55% in size
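Luminescence from the luciferase reporter, measured 30 min after ONE-Glo reagent at room temperature, was the read-out. Beforehand, 2,000 cells per well were exposed for 16 hr at 37 °C to 5-fluorouridine together with compound or vehicle.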
Rab9 prom act = activates the Rab9 promoter; Huh7 Rab9 promoter-luciferase reporter, luminescence, 24 h; 320,000 tested, 2.8% active; Potency, µM (doses to about 9.22 µM), for the others: at the top dose activation, negative = inhibition, most hits filed as activators; note: potency is the fitted concentration of half-maximal effect; % of control where 0% means no effect; nearly all actives have a fitted effect of over 60% in size
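Luminescence read-out: Huh7 cells stably expressing Rab9-luciferase, treated 24 h with compound at 37 °C, then lysed with luciferase reagent for 10 min at ambient before reading.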
KCNH2 3.1 block = blocks the human KCNH2 3.1 channel isoform. U2OS KCNH2 3.1, thallium flux FluxOr; hits give low values. activity change, % (tested at about 1.8 µM). 340,000 tested, 0.95% active. AID 720553;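 active = maximum activity change below -70%; inconclusive = maximum activity change from -70% to -50%; inactive = maximum activity change above -50%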;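 note: thallium influx rate constant from kinetic fluorescence after stimulation buffer; % is set by controls: 0 for no effect and ±100 for the full control effect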
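We transduce U2OS cells with the mutant 3.1 virus, culture them overnight, load FluxOr with Red40 quencher for 45 min, then add stimulation buffer and read kinetically for 2 min to derive a normalized rate constant.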
NPC1 promoter act = activates the NPC1 promoter; Huh7 NPC1 promoter luciferase reporter, 24 h; Potency, µM (highest dose often 9.22 µM), for inactives: top-dose activation, most hits filed as activators; AID 485313; 320,000 tested, 2.4% active;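 note: potency is the fitted concentration of half-maximal effect; % of control where 0% means no effect; nearly all actives have a fitted effect of over 60% in size; reporter is driven by a mutant NPC1 promoter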
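Compounds in DMSO were transferred onto Huh7 NPC1-luciferase reporter cells pre-incubated 2 h; after 24 h at 37 °C, Amplite reagent was dispensed and luminescence recorded 10 min later.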
VP16 counter = counter-screen for ROR gamma inhibitors: Gal4-VP16 reporter; Potency, µM (highest dose often 53.6 µM), without a hit: at the highest dose activity, negative = inhibition, actives largely listed as inhibitors; Drosophila S2 Gal4-VP16 UAS-luciferase, luminescence, 20 h; 310,000 tested, 3.5% active;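 note: Gal4-VP16 expression switched on by copper sulfate through the metallothionein promoter; potency is the fitted concentration of half-maximal effect; % is set by controls: 0 for no effect and ±100 for the full control effect; nearly all actives have a fitted effect of over 50% in size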
FLuc modulator = counter-screen for miR-21 project: firefly luciferase inhibitors or activators; purified FLuc, Km substrates, luminescence inhibition; Potency, µM (highest dose often 57.5 µM), for the others: top-dose activity change, negative = inhibition, hits mostly inhibitors; 360,000 tested, 6.9% active; AID 588342;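 note: potency is the fitted concentration of half-maximal effect; plate controls were vehicle for no effect and reference inhibitor for full effect; nearly all actives have a fitted effect of over 55% in size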
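Purified P. pyralis luciferase, 10 nM final, with Km-level 10 uM D-luciferin and 10 uM ATP in 50 mM Tris acetate pH 7.5, 10 mM Mg acetate, 0.01% Tween-20, 0.05% BSA; 6-point qHTS titration about 60 µM downward; luminescence read.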
RORg inh = blocks mouse ROR gamma transcriptional activity | AID 2551 | Potency, µM (doses to about 53.6 µM), for the others: at the top dose activity change, negative = inhibition, most hits filed as inhibitors | Drosophila S2 Gal4-RORgamma UAS-luciferase reporter, 20 h | 310,000 tested, 5.4% active | P51450; note: potency is the fitted concentration of half-maximal effect; % is set by controls: 0 for no effect and ±100 for the full control effect; nearly all actives have a fitted effect of over 60% in size
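Compounds are pin-transferred onto Drosophila Schneider cells expressing a copper-inducible Gal4–ROR gamma transactivation domain fusion. After 1 hr, copper sulfate is added to 700 uM final; luciferase is read 20 hr later.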
PKM2 activator = increases activity of human pyruvate kinase M2. Potency, µM (doses to about 57.5 µM), inactives show top-dose activation, hits mostly activators. 260,000 tested, 0.34% active. purified PKM2, Kinase-Glo ATP luminescence, activation; response scale: 0% is enzyme alone, no compound. P14618. AID 1631; note: potency is the fitted concentration of half-maximal effect; % is set by controls: 0 for no effect and ±100 for the full control effect; nearly all actives have a fitted effect of over 55% in size
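Kinase-Glo luminescence reports ATP generated from ADP (0.1 mM) and PEP (0.5 mM) by purified hPK-M2 after 1 h at room temperature, pH 7.2 imidazole buffer; intermediate enzyme activity allows detecting inhibitors and activators.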
Menin MLL FP TR = displaces Texas Red mutant MLL peptide from human menin | 270,000 tested, 0.23% active | Menin + Texas Red MLL mutant peptide, fluorescence polarization | Potency, µM (highest dose often 61.6 µM), for inactives: top-dose FP activity change, negative = inhibition, actives largely listed as inhibitors; active = well fitted inhibition curve with a large enough effect in the polarisation, with a control signal flat, not every such curve was filed as active; inconclusive = small, poorly fitted or top-dose-only effect, or effect the other way, or a change in a side signal; inactive = no such curve, though single readings can be large or run the other way; the % refers to the polarisation; note: potency is the fitted concentration of half-maximal effect; % of control where 0% means no effect; many of its hits are not listed in these tables
Target sequence (O00255 whole entry, looked up): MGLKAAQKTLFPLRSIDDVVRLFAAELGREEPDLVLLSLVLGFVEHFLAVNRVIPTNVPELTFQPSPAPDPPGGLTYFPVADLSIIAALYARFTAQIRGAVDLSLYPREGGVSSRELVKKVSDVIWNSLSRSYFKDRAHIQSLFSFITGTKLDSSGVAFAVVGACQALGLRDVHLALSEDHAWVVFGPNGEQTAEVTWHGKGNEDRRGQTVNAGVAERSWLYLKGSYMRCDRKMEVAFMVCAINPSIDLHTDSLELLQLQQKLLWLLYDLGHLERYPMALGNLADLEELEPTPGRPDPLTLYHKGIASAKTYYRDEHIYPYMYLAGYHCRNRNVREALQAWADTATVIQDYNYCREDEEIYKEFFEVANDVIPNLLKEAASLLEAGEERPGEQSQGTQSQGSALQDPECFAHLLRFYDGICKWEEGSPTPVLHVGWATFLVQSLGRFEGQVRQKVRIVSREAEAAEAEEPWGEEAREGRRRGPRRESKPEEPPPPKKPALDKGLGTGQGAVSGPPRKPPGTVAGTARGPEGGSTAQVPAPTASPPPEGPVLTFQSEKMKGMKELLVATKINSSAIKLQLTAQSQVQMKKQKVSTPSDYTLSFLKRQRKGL
MBNL1-CUG inh = MBNL1-poly(CUG) RNA binding inhibition | Q9NR56 | TR-FRET MBNL1-His/biotin-(CUG)12 binding, 665/545 ratio | Potency, µM (titrated, usually from 57.5 µM), for the others: at the top dose activity change, negative = inhibition, hits mostly inhibitors | 280,000 tested, 0.036% active | AID 2675; active = well fitted inhibition curve with a large enough effect in the signal ratio, with a control signal flat, not every such curve was filed as active; inconclusive = small, poorly fitted or top-dose-only effect, or effect the other way, or a change in a side signal; inactive = no such curve, though single readings can be large or run the other way; the % refers to the signal ratio; note: potency is the fitted concentration of half-maximal effect; % is set by controls: 0 for no effect and ±100 for the full control effect
Target sequence (Q9NR56 whole entry, looked up): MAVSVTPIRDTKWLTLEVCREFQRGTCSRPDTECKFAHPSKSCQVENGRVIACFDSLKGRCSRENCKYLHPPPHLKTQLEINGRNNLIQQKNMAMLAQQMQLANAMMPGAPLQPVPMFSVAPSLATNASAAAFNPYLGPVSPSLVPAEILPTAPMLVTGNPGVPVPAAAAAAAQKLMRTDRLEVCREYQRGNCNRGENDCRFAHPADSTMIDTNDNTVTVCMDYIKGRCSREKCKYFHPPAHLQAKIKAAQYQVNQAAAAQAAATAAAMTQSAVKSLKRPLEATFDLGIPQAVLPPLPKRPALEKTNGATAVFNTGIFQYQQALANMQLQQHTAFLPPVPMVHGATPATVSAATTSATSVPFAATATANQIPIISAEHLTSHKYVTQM
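Inhibition of protein-RNA binding appears as loss of TR-FRET between terbium anti-His antibody on MBNL1-His and streptavidin-XL665 on biotin-(CUG)12. Activity is normalized to buffer-only and uninhibited-complex controls.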
Active calls of the source: *; ? = inconclusive; nt = no result given; & = joins results of further samples; [ ] = dose if it differs, or a comment. Unless noted, calls come from the whole dose curve; as a rule, active = well fitted curve in the direction sought with a large enough effect; inconclusive = small, poorly fitted or top-dose-only effect, or another doubt; inactive = no such curve, though single readings can be large; an effect the other way counts as inactive or inconclusive. This is a subset (hit frequency here may not be typical).

SMILES	Mito fusion act	ELG1 repair inh	Rab9 prom act	KCNH2 3.1 block	NPC1 promoter act	VP16 counter	FLuc modulator	RORg inh	PKM2 activator	Menin MLL FP TR	MBNL1-CUG inh
CCn1cc(C(=O)N2CCC3(CC2)OCCO3)c(=O)c2cc(S(=O)(=O)N3CCCC3)ccc21	-2%	10%	-1%	-1	3%	-10%	1%	1%	-19%	-7%	3%
O=C(O)c1ccc(Cl)nc1	-2%	10%	15%	-6	0%	-4%	0%	9%[10 µM]	-4%	-7%	nt
CN1CCC(N2CC3CC(C2)c2cccc(=O)n2C3)CC1 (stereo not given)	4%	7%	5%	2	-1%	-14%	0%	9%	-2%	1%	-9%
N#C/C(=C\c1ccc(N2CCCCC2)c([N+](=O)[O-])c1)c1nn(-c2ccccc2)c(N)c1C#N	9%	?	-2%	-18	-7%	-21%	3%	?	0%	?	3%
CCn1c(O)c(C=Nc2ccc(S(N)(=O)=O)cc2)c(=O)n(CC)c1=S	-4%	-12%	1%	-4	-5%	-27%	-4%	-27%	7%	-11%	7%
CCOC(=O)C/C(C)=N/NC(=O)COc1ccccc1C	0%	8%	3%	-5	-4%	?	1%	14µM*	0%	6%	-1%
CN(C)C1=NC(N(C)C)=NP(N(C)C)(N(C)C)=N1	-1%	18%	1%	16	-4%	1%	1%	-13%	2%	-8%	-11%
O=C1CC(c2ccc(O)cc2)Oc2cc(O)cc(O)c21 (stereo not given)	-3%	-9%	-4%	24	4%	22%&12%&-17%	?	?	-13%	?	-25%
Nc1ccc(S(=O)(=O)N2CCCCC2c2cccnc2)cc1 (stereo not given)	4%	-7%	6%	-3	2%	3%	3%	2%	-6%	18%	-18%
O=P(O)(O)C(Cl)(Cl)P(=O)(O)O	-1%	nt	-6%[46.1 µM]	nt	3%[46.1 µM]	-3%	nt	-3%	nt	-2%	nt
CC(C)NC(=O)C(C)N1CCN(S(=O)(=O)c2ccc3ccccc3c2)CC1 (stereo not given)	8%	?	-1%	1	1%	-3%	0%	16%	4%	-18%	5%
Cc1cc(C=C2C(=O)N(C)C(=S)N(C)C2=O)c(C)n1-c1ccncc1	-10%	26%	-6%	-6	-3%	-4%	27µM*	0%	11%	nt	9%
CCC(=NCCCN(CC)CC)c1c(O)n(-c2ccccc2)c(=O)[nH]c1=O	-8%	10%	4%	-5	1%	5%	2%	-11%	1%	2%	5%
CC(C)(C)c1nc(N2CCN(C(=O)c3ccco3)CC2)c2nnn(Cc3ccccc3Cl)c2n1	3%	-11%	-8%	-22	-5%	?	3%	?	4%	-6%	-7%
Cc1nc2ccccc2c(=O)n1-c1cc([N+](=O)[O-])cc([N+](=O)[O-])c1	-6%	-2%	4%	6	-2%	-24%	8%	1.1µM*	-3%	4%	?
Cc1c(N=Nc2c(O)n(C)c(=O)n(C)c2=O)c(=O)n(-c2ccccc2)n1C	0%	-2%	-4%	13	0%	-1%	3%	8%	18%	0%	14%
O=S(=O)(NC1CN2CCC1CC2)c1ccc(Cl)cc1 (stereo not given)	-2%	3%	-5%	2	1%	7%	1%	-22%	-1%	-7%	4%
COC(=O)c1cc2c(s1)=NC=NP=2(N1CCOCC1)N1CCOCC1	0%	11%	16%	-1	-1%	-4%	0%	-4%	-1%	3%	3%
CCOC(C(=O)OCCCN(CC)CC)(c1ccccc1)c1ccccc1	-9%	3%	-6%	2	-4%	-11%	-1%	-8%	-3%	-6%	-27%
C1=C(c2c[nH]c3ccccc23)CCNC1	-2%	-7%	3%	nt	2%	-4%	-2%	-16%	1%	-4%	10%
CN(C)P1(N(C)C)=Nc2c(c(N)nn2C)C(c2ccccc2)=N1	10%	10%	11%	-8&4	-2%	3%	2%	5%	-3%	-1%	-6%
CCc1ccc(N2C(=O)NC(=O)/C(=C/c3ccsc3)C2=O)cc1	1%	6%	1%	nt	-3%	-8%	?	1%	?	25%	-2%
CN1/C(=C\C=C2C(=O)NC(=O)NC2=O)C(C)(C)c2ccccc21	13%	?	-5%	3	2%	-1%	4%	37%	-6%	3%	?
Cc1ccc(Cl)cc1N1CCN(C(=O)c2cn(C)c(=O)c3c2c2ccccc2n3C)CC1	7%	?	-9%	-9	-15%	3%	-2%[2.3 µM]	-15%	-1%	-5%	-1%
Cc1cc(C=O)c(C)n1CC1CCCO1 (stereo not given)	0%	-4%	-6%	-1	-3%	-1%	0%	-17%	2%	7%	3%

A run of entries from the list above, for reference:
SMILES	Mito fusion act	ELG1 repair inh	Rab9 prom act	KCNH2 3.1 block	NPC1 promoter act	VP16 counter	FLuc modulator	RORg inh	PKM2 activator	Menin MLL FP TR	MBNL1-CUG inh
Cc1ccc(Cl)cc1N1CCN(C(=O)c2cn(C)c(=O)c3c2c2ccccc2n3C)CC1	7%	?	-9%	-9	-15%	3%	-2%[2.3 µM]	-15%	-1%	-5%	-1%
Cc1cc(C=O)c(C)n1CC1CCCO1 (stereo not given)	0%	-4%	-6%	-1	-3%	-1%	0%	-17%	2%	7%	3%

Returning to the listing, starting 2 compounds before the break.
SMILES	Mito fusion act	ELG1 repair inh	Rab9 prom act	KCNH2 3.1 block	NPC1 promoter act	VP16 counter	FLuc modulator	RORg inh	PKM2 activator	Menin MLL FP TR	MBNL1-CUG inh
Cc1ccc(Cl)cc1N1CCN(C(=O)c2cn(C)c(=O)c3c2c2ccccc2n3C)CC1	7%	?	-9%	-9	-15%	3%	-2%[2.3 µM]	-15%	-1%	-5%	-1%
Cc1cc(C=O)c(C)n1CC1CCCO1 (stereo not given)	0%	-4%	-6%	-1	-3%	-1%	0%	-17%	2%	7%	3%
O=S(=O)(c1ccc(Cl)cc1)N1CCN(C2CCN(Cc3ccccc3)CC2)CC1	8%	?	-1%	-43	-1%	10%	0%	-5%	0%	-21%	-2%
Brc1c(Br)c(Br)c2n[nH]nc2c1Br	4.6µM*	nt	-32%[inhibitor][46.1 µM]	nt	0%[46.1 µM]	-24%	nt	-61%	-13%	?	nt
COc1ccc(CCN(C)Cc2c(F)cccc2F)cc1OC	-3%	-4%	6%	4	-2%	5%	1%	9%	-1%	-1%	-9%
Clc1ccc(NC2=NCCCS2)cc1Cl	-13%	?	0%	-5	1%	3%	-9%	-37%	nt	nt	-1%
Cc1cc(S(=O)(=O)NCC(C)C)ccc1OCC(=O)N1CCN(Cc2ccccc2)CC1	-2%	?	-2%	-10	-2%	-21%	1%	21%	-7%	-4%	-6%
O=C(Cc1ccccc1)N1CCN(Cc2cccc(Cl)c2)CC1	5%	-16%	-1%	-11	5%	-16%	-8%	2%	0%	-11%	-10%
COc1ccc(C(=O)N2CCOCC2)cc1S(=O)(=O)N1CCC(C)CC1	1%	11%	-6%	-7	-2%	-4%	-1%	-15%	4%	-15%	-2%
O=C(CCC(=O)N1CC2C[C@@H](C1)Cn1c2cccc1=O)NCCc1ccccc1F	0%	-1%	3%	7	1%	0%	6%	-9%	-1%	25%	-11%
CC(O)CNc1ccc([N+](=O)[O-])c2cccnc12 (stereo not given)	-3%	7%	-3%	-9	0%	2%	3%	-10%	-8%	4%	?
CCOP(=O)(OCC)C(NC(C)=O)C(=O)c1ccccc1 (stereo not given)	?	10%	0%	-7	-2%	4%	4%	11%	0%	-3%	-4%
O=Cc1cn(Cc2ccccc2[N+](=O)[O-])c2ccccc12	5%	-18%	-2%	11	-2%	?	0%	26%	13%	-3%	nt
Cc1ccc(NC(=O)[C@@H](NC(=O)N2C[C@H]3C[C@@H](C2)c2cccc(=O)n2C3)C(C)C)cc1	-4%	12%	-1%	-2	5%	-9%	-2%	-28%	-2%	3%	-7%
O=S(=O)(c1ccccc1)N1CC1c1ccccc1 (stereo not given)	0%	?	?	11	12%	1%	?	11%[10 µM]	-14%	-11%	nt
Cc1cc(S(=O)(=O)NCc2ccccc2)ccc1OCC(=O)N1CCN(C)CC1	3%	6%	-4%	21	-2%	1%	1%	-10%	-6%	14%	5%
OC(CN1CCCCC1)c1c[nH]c2ccccc12 (stereo not given)	-2%	-2%	23%	15	-1%	-2%	-2%	0%	nt	0%	-7%
